SRC1 TRFRET art: TR-FRET artefact, counter-screen to PPARgamma/SRC-1 agonist assay; TR-FRET detection artefact counter-screen, emission ratio; active compounds read high; TR-FRET ratio at 8 µM; hit rate 0.34% among 99,000; AID 1051; in the data active = TR-FRET ratio above about 2300; also: inactives centre near 1800; reference of the scale not given here
SRC3 TRFRET art: flags TR-FRET format artefacts in PPARgamma SRC-3 recruitment agonist screen | AID 1048 | hit rate 0.39% among 99,000 | TR-FRET artefact counter-screen, PPARgamma/SRC-3 format; active compounds read high | TR-FRET ratio at 8 µM; in the data active = TR-FRET ratio above about 2000; also: inactives centre near 1600; reference of the scale not given here
* hit, by the source's call. An excerpt, so the mix of outcomes need not match the whole.

SMILES	SRC1 TRFRET art	SRC3 TRFRET art
CCOc1cc(/C=N/NC(=O)c2ccc(CN3CCOCC3)cc2)ccc1OCc1ccccc1	2021	1633
C/C(=N\NC(=S)Nc1c(C)cccc1C)c1cc2ccccc2o1	1798	1543
O=C(COC(=O)c1cc(-c2ccncc2)nc2ccccc12)Nc1ccc2c(c1)OCO2	1775	1654
COc1ccc(-c2ccc(CCC(=O)O)n2CC2CCCO2)cc1 (centres undefined)	1814	1530
Cc1ccc2nc(-c3ccsc3)c(NC3CCCC3)n2c1	1538	1495
O=S1(=O)N=C(Nc2ccc(S(=O)(=O)N3CCCCC3)cc2)c2ccccc21	1720	1882
COc1cccc(CC2(CO)CCN(C(=O)NC3CCCCC3)CC2)c1	1731	1616
CCN1CCN(C(=O)c2sc3nc(C)nc(N4CCC(C)CC4)c3c2C)CC1	1998	1501
COCCn1c(C)cc(C(=O)COC(=O)c2cncc(Br)c2)c1C	1754	1308
CCc1nnc(NC(=O)[C@@H](NC(=O)c2cc(OC)cc(OC)c2)C(C)C)s1	1563	1867
NC(N)=NC(N)=NCCc1ccccc1	1959	1797
CCn1cc(CN2CCc3c([nH]c4ccccc34)C2c2ccc(F)c(OC)c2)c(C)n1 (centres undefined)	1670	1431
O=C1CC(c2ccccc2)SC(N(c2ccccc2)c2ccccc2)=N1 (centres undefined)	1605	1252
CCOC(=O)C(=O)Nc1cccc(C(=O)OCC)c1	1910	1661
CCN(C(=O)CSc1nc2cc(Cl)ccc2c(=O)n1Cc1ccco1)C1CCS(=O)(=O)C1 (centres undefined)	1809	1266
O=C(O)c1cccc(Oc2ccc([N+](=O)[O-])cc2)c1	1877	1640
O=C(Nc1ccc(Cl)cn1)c1ccccc1[N+](=O)[O-]	2049	1827
CCC1(C)C(Nc2c(C)cccc2C)=NC(=S)N1c1ccc(NC(C)=O)cc1 (centres undefined)	1574	1464
Cc1ccc(N(C(C)C(=O)Nc2c(C)n(C)n(-c3ccccc3)c2=O)S(C)(=O)=O)cc1C (centres undefined)	1700	1577
CC(C)Nc1nc(-c2ccccc2)nnc1-c1ccccc1	1742	1507
COC(=O)/C=C1\SC(=NC(=O)c2ccc(C)cc2)NC1=O	1982	1518
C=CCNc1c2c(nc3ncnn13)CC(C)CC2 (centres undefined)	1946	1673
CCn1c(Cc2ccccc2)nnc1SCC(=O)NC1CCCC1	1717	1490
CC(=C\c1ccco1)/C=C(\C#N)C(=O)NCCc1c[nH]c2ccccc12	1864	1587
O=C(COc1ccccc1)c1cn(CC(=O)N2CCCC2)c2ccccc12	2029	1655
NNc1nc(-c2ccccc2)nc2sc3c(c12)CCCC3	1655	1518
CCOc1ccccc1N(CC(=O)NC1CCCCC1)C(=O)c1nsc(Cl)c1Cl	1758	1596
Cc1[nH]c2ccccc2c1SCC(=O)N1CCCCC1	1520	1490
COc1ccc(NC(=S)N2CCN(C/C=C/c3ccccc3)CC2)cc1	1880	1635
Cc1ccc2c(c1)C1CN(C)CCC1N2CC(=O)N(C)c1ccccc1 (centres undefined)	1604	1435

Reprinted from the part before: 6 entries, followed by the next part.
SMILES	SRC1 TRFRET art	SRC3 TRFRET art
O=C(COc1ccccc1)c1cn(CC(=O)N2CCCC2)c2ccccc12	2029	1655
NNc1nc(-c2ccccc2)nc2sc3c(c12)CCCC3	1655	1518
CCOc1ccccc1N(CC(=O)NC1CCCCC1)C(=O)c1nsc(Cl)c1Cl	1758	1596
Cc1[nH]c2ccccc2c1SCC(=O)N1CCCCC1	1520	1490
COc1ccc(NC(=S)N2CCN(C/C=C/c3ccccc3)CC2)cc1	1880	1635
Cc1ccc2c(c1)C1CN(C)CCC1N2CC(=O)N(C)c1ccccc1 (centres undefined)	1604	1435
COc1ccc(Cl)cc1NC(=S)N1CCCC1	1955	1612
O=C(C1=C[C@@H]2[C@H]3C(=O)N(c4ccccc4)C(=O)[C@H]3[C@@H](C(=O)c3ccc(Cl)cc3)N2C=C1)c1ccccc1	1619	1723
CCN1CCN(CCNC(=O)Nc2ccc([N+](=O)[O-])cc2)CC1	2080	1605
CCn1nc(C(=O)NNC(=O)COc2ccccc2C)c2ccccc2c1=O	1546	1414
CC1CN(CCCCN2C(=O)c3ccccc3C2=O)CC(C)O1 (centres undefined)	1854	1521
Cc1cc(C)cc(C(=O)NC(=S)Nc2ccc(Cc3ccncc3)cc2)c1	1932	1657
O=C(NCc1ccc2c(c1)OCO2)c1ccc(NC(=O)C2CCCO2)cc1 (centres undefined)	2003	1659
CCCCN(C)C(=O)c1nc2ccccn2c1CN1CCN(C(=O)c2cccs2)CC1	1784	1473
O=C(C[n+]1ccccc1)N/N=C/c1ccccc1[N+](=O)[O-]	1844	1679
N#Cc1cccc(NC(=O)NCCc2c[nH]c3ccccc23)c1	1761	1674
CCCc1ccc(OC(=O)c2ccc(O)cc2Cl)cc1	1880	1717
Brc1ccc(-c2noc(COc3ccc4c(c3)CCC4)n2)o1	1769	1461
c1ccc(CSc2ncnc3ccccc23)cc1	1776	1465
CC(=O)Nc1ccc(NC(=O)Cn2c(=O)n(-c3ccc(C)cc3)c(=O)c3oc4ccccc4c32)cc1	1753	1538
COC(=O)CCc1nc2c(C#N)c(-c3ccc(Cl)cc3)ccn2n1	1847	1665
CC(NC(=O)c1cccc(S(=O)(=O)N(C)C)c1)c1nc2ccccc2[nH]1 (centres undefined)	1965	1582
CC(=O)Nc1ccc(OC(F)(F)Cl)cc1	1933	1602
C=CCN(CC=C)Cc1c(C)[nH]c2c(C)c(C)ccc2c1=O	1862	1695
CCOc1ncccc1C(=O)OCC(=O)NCc1ccc2c(c1)OCO2	1713	1451
COc1ccc(-n2c(Cc3cccn3C)nnc2SCC(=O)Nc2cccc(F)c2)cc1	1814	1415
COc1ccc(NC(=S)Nc2ccc(S(=O)(=O)N3CCOCC3)cc2)c(OC)c1	1838	1749
O=C(Cn1nc(C(=O)O)c2ccccc2c1=O)NCc1ccco1	1498	1481
O=C(/C=C/c1ccco1)N1CCN(c2ccccc2)CC1	1949	1734
COc1ccc(Cl)cc1C(=O)NCCc1ccc(S(=O)(=O)NC(=O)NC2CCCCC2)cc1	1737	1609
CCn1c(SCC(=O)OC)nnc1-c1ccccc1	1766	1612
O=C(Nc1cnn(Cc2ccc(F)cc2)c1)C(c1ccccc1)c1ccccc1	2103	1842
O=C(O)c1cccnc1SCc1cccc(Cl)c1	1945	1623
CN(Cc1nc(-c2ccc(C(F)(F)F)cc2)no1)C1CCOCC1	1704	1443
O=C(Cc1ccccc1Cl)NCCCn1ccnc1	1777	1830
CCO[C@@H]1OC(C(=O)N2CCOCC2)=C[C@H](C2CC2)[C@H]1CCCO	1545	1497

Retrieved one by one from the entries so far, 2 records:
SMILES	SRC1 TRFRET art	SRC3 TRFRET art
O=C(O)c1cccnc1SCc1cccc(Cl)c1	1945	1623
COc1ccc(NC(=S)Nc2ccc(S(=O)(=O)N3CCOCC3)cc2)c(OC)c1	1838	1749

Profiles, looked up by structure.
`Cc1ccc2nc(-c3ccsc3)c(NC3CCCC3)n2c1` is listed as SRC1 TRFRET art = 1538; SRC3 TRFRET art = 1495
`CCCc1ccc(OC(=O)c2ccc(O)cc2Cl)cc1` is listed as SRC1 TRFRET art = 1880; SRC3 TRFRET art = 1717

Additional results follow:
SMILES	SRC1 TRFRET art	SRC3 TRFRET art
CCOC(=O)c1c(-c2cccc3ccccc23)csc1NC(=O)C1C2CCC(O2)C1C(=O)O (centres undefined)	1605	1465
C=CCc1cc(Cl)ccc1OCCNCCN1CCOCC1	1879	1653
O=C(NN=C1CCCC1)c1cc(-c2ccc(F)cc2)nc2ccccc12	1443	1706
COCCN1C=C(C(=O)OC)C(c2ccc(Cl)cc2)C(C(=O)OC)=C1	1734	1558
CCCCN(CC)CCNC(=O)c1nn(-c2ccc(OC)cc2)c(=O)c2c1c1ccccc1n2C	1531	1438
COC(=O)c1cc(OC)c(OC)cc1NC(=S)Nc1cccc(C(C)=O)c1	1682	1528
COc1ccc(Oc2nc(-c3ccccn3)ncc2OC)cc1	1908	1561
C[C@@H](C(=O)NCc1ccccn1)[C@H]1C[C@]1(C)[C@H](NC(=O)OCc1ccccc1)c1ccccc1	1696	1447
O=c1[nH]c(C(Cl)Cl)nc2sc3c(c12)CCN(Cc1ccccc1)C3	1728	1310
Cn1c(=O)n(C/C=C/c2ccccc2)c(=O)c2c1nc1n2CCCN1c1ccc(F)cc1	1677	1612
Cn1ccnc1SCC(=O)Nc1cccc(S(=O)(=O)N2CCCCCC2)c1	1996	1653
O=[N+]([O-])c1ccccc1CNc1ccc(F)c(Cl)c1	1707	1613
CN(C)c1ccc(/C=N/NC(=O)CNC(=O)c2ccc3c(c2)OCCO3)cc1	2076	1743
COC(=O)C1=C(C)N(C)C(=O)NC1c1ccc([N+](=O)[O-])o1 (centres undefined)	1644	1365
CCOC(=O)c1ccccc1-c1cn2cc(Cl)ccc2n1	1704	1626
O=C(CCN1C(=O)COc2ccccc21)NCc1ccco1	1709	1420
O=C(CN1CCN(Cc2ccccc2)CC1)N=Nc1c(O)[nH]c2ccccc12	1852	1360
CCn1c(-c2ccccc2)c(C(=O)CC#N)c2ccccc21	1574	1686
COc1ccccc1CNCC(=O)Nc1ccccc1-n1cccc1	1911	1744
COc1ccc(NC(=S)N2CCCC2c2ccc(OC)c(OC)c2)cc1 (centres undefined)	1855	1618
CCOc1cccc(CN2CCN(CCc3ccccc3)C(CCO)C2)c1O (centres undefined)	1816	1205
CCOc1ccccc1NC(=O)CSc1ccc2nnc(-c3cccnc3)n2n1	1820	1630
CC(=O)Nc1cccc(N(C(=O)C2COc3ccccc3O2)C(C(=O)NC2CCCCC2)c2cn(C)nc2C)c1 (centres undefined)	2035	1577
CN(C)CCCNc1ncnc2scc(-c3ccccc3)c12	1575	1197
Nc1nnc(CSCc2ccc(Cl)cc2Cl)s1	2124	1639
O=C(COC(=O)c1ccc2[nH]c3c(c2c1)CCCC3)NC1CCS(=O)(=O)C1 (centres undefined)	1847	1740
CCOCCCNC(=S)N1CCN(C(=O)C(=O)Nc2ccc(C(=O)OC)cc2)CC1	1764	1639
COc1ccc(C(=O)c2cc3cccc(OC)c3o2)cc1	2041	1613
CS(=O)(=O)Nc1ccc(C(=O)Nc2ccc3c(c2)OCO3)cc1	1515	1634
Cc1cc(C)n(C(=O)C(C(=O)c2ccccc2)C(C)C)n1 (centres undefined)	1840	1583
CCOC(=O)c1c(C)n(-c2ccc(C)cc2)c2ccc(O)c(CN(C)C)c12	1769	1520
CC(C)n1c(-c2ccncc2)n[nH]c1=S	1830	1554
O=C(NC(=S)NCc1ccc(-c2nc3ccccc3s2)cc1)c1ccco1	1617	1535
CCN(CC)CCn1c(SCC(=O)NCc2ccccc2)nc2c(sc3ccccc32)c1=O	2066	1571
CCn1c(/C=C/c2ccccc2)nc2ccccc2c1=O	1594	1555
Cc1cc(CNC(=O)c2cccnc2Cl)c2ccccc2n1	1865	1448
Cc1ccc(-c2nc(CN3CCN(c4cnccn4)CC3)c(C)o2)o1	1723	1576
S=C(Nc1ccccc1)N1CCOCC1	1684	1518
Cn1c(NN)nc2ccccc2c1=O	1809	1684
O=S(=O)(CCc1nc2ccccc2[nH]1)c1ccc(Br)cc1	1608	1528
CCOc1cccc(NC(=O)C2CC(=O)N(c3ccc(F)cc3)C2)c1 (centres undefined)	1793	1698
COc1ccc(-c2csc(/C(C#N)=C/Nc3ccc4c(c3)OCCO4)n2)cc1	1800	1572
O=C(CSc1nc2ncccc2[nH]1)c1cccc([N+](=O)[O-])c1	1760	1490
O=C(CC1CCOCC1)Nc1ccc(Cl)c(Cl)c1	1823	1515
Cc1c(O)c(=O)c2ccccc2n1C	1810	1551
COc1ccc(S(=O)(=O)c2ccc(OCC3CO3)cc2)cc1 (centres undefined)	1784	1503
CCC(C(=O)OCC(=O)Nc1ccc(OC)cc1OC)c1ccccc1 (centres undefined)	1977	1680
CCc1ccc(NC(=O)CCNS(=O)(=O)c2cccc3nonc23)cc1	1663	1587
CCOC(=O)C1CCCN(C2CC(=O)N(c3ccc(N4C(=O)CC(N5CCCC(C(=O)OCC)C5)C4=O)cc3)C2=O)C1 (centres undefined)	1801	1678
O=C(CCNc1n[nH]c(=O)[nH]c1=O)N/N=C\c1cccc(OCc2ccccc2)c1	1843	1302
Cc1cc(Oc2cc(N)cc([N+](=O)[O-])c2)ccc1Cl	1771	1425
Fc1ccc(-c2csc(-c3ccccn3)n2)cc1F	1684	1446
CC1=C(C(=O)N(C)C)C(c2ccc(N3CCOCC3)cc2)NC(=O)N1 (centres undefined)	1727	1476
Cc1cccc(Nc2nnc(SC/C(O)=C(\C#N)c3nc4ccccc4[nH]3)s2)c1	1608	1520
CCOc1cccc(OCCNC2CCCC2)c1	1607	1580
O=C(COC(=O)/C=C/c1cccc(Cl)c1)NCCc1ccc(Cl)cc1Cl	1804	1436
O=C(Nc1ccc(S(=O)(=O)Nc2nccs2)cc1)c1ccc(N2C(=O)c3ccccc3C2=O)cc1	1779	1587
CN(CCN1CCOCC1)Cc1nc(-c2ccc3c(c2)OCO3)no1	1663	1558
Cc1ccc(C(=O)NCC(=O)NC2CCCC2)cc1	1691	1353
CC(COc1ccccc1)N1CCC(CO)(CCc2ccccc2)CC1 (centres undefined)	1776	1426

Further compounds:
SMILES	SRC1 TRFRET art	SRC3 TRFRET art
Cc1ccc(C)c(NC(=O)CCn2nc(C)cc2C)c1	1581	1366
COc1ccc(C)cc1N(CC(=O)N/N=C/c1ccccc1C(=O)O)S(=O)(=O)c1ccccc1	2026	1675
COc1ccc(CN2CCC(CO)(Cc3ccccc3)CC2)cc1Cn1cccn1	1667	1620
CC(=O)c1ccc(N2CCN(C(=O)CN(C)S(=O)(=O)c3cnc[nH]3)CC2)cc1	1684	1658

4 entries from above, with values under each structure:
Second line of a record: SRC1 TRFRET art | SRC3 TRFRET art
CC(=O)c1ccc(N2CCN(C(=O)CN(C)S(=O)(=O)c3cnc[nH]3)CC2)cc1
→ 1684 | 1658
Cc1ccc(C)c(NC(=O)CCn2nc(C)cc2C)c1
→ 1581 | 1366
COc1ccc(C)cc1N(CC(=O)N/N=C/c1ccccc1C(=O)O)S(=O)(=O)c1ccccc1
→ 2026 | 1675
COc1ccc(CN2CCC(CO)(Cc3ccccc3)CC2)cc1Cn1cccn1
→ 1667 | 1620

From PubChem
